Assay outcomes (PubChem BioAssay)
JMJD2A Tudor: JMJD2A Tudor domain (human) inhibition. 390,000 compounds, 4.4% hits. AlphaScreen JMJD2A-Tudor / H3K4me3 peptide binding. O75164. Potency, µM (titrated, usually from 114 µM), for inactives: top-dose activity change, negative = inhibition, most hits filed as inhibitors; further: on the % scale 0 is the no-effect control and ±100 the full control effect; nearly all actives have a fitted effect of over 50% in size
Target sequence (O75164 whole entry, looked up, the tested form may be a part): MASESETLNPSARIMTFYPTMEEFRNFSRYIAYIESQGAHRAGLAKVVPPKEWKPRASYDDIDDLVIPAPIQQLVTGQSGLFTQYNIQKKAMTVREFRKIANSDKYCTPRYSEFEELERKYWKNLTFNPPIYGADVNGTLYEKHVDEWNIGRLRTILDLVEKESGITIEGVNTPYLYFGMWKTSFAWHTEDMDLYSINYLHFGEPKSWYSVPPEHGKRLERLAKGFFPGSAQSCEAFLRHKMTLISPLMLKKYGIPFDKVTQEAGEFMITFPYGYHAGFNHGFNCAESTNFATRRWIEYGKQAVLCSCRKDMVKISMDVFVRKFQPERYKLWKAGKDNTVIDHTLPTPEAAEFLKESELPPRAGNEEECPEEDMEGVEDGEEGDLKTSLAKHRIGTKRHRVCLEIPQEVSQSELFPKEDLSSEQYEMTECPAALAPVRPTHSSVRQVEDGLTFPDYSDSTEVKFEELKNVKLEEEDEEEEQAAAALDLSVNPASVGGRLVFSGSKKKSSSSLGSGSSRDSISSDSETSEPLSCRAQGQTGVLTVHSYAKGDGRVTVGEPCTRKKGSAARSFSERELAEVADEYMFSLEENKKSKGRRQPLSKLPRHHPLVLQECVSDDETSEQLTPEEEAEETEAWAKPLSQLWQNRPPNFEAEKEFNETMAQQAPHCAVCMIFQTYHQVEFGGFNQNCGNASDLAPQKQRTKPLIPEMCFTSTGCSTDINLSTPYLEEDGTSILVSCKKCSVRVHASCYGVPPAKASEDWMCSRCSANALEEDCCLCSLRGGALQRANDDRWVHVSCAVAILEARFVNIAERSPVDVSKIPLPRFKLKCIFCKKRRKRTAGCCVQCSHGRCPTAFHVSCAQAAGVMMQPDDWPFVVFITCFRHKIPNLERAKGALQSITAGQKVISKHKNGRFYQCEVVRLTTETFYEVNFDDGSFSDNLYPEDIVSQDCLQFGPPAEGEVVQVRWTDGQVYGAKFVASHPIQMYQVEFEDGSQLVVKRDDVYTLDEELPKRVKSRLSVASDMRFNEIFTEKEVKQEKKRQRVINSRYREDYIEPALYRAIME
HP1b chromo inh: HP1-beta chromodomain-methylated histone interaction inhibition. AlphaScreen HP1-beta / biotin-H3K9me3 peptide binding. P83916. 390,000 compounds, 0.56% hits. Potency, µM (top dose mostly 114 µM), without a hit: top-dose activity change, negative = inhibition, usual class: inhibitors; further: nearly all actives have a fitted effect of over 70% in size; inactives centre near 23
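AlphaScreen: HP1-beta (50 nM) preformed 30 min with biotin-H3(1-18)K9me3 peptide (50 nM) in PBS pH 7.4, 0.01% Tween-20. Compound added for 30 min at RT, then streptavidin donor/nickel chelate acceptor beads (10 ug/mL) for 30 min.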
BAZ2B inh: inhibitors of human BAZ2B bromodomain; Q9UIF8; AlphaScreen BAZ2B-H3K14Ac peptide displacement; Potency, µM (series often up to 114 µM), inactives show top-dose activity change, negative = inhibition, hits mostly inhibitors; 360,000 compounds, 4.4% hits; AID 504333; further: on the % scale 0 is the no-effect control and ±100 the full control effect; nearly all actives have a fitted effect of over 60% in size
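Multi-concentration screen (max 110 uM) measuring displacement of acetylated histone H3 peptide from BAZ2B by AlphaScreen, using 50 nM protein, 50 nM peptide and 10 ug/mL streptavidin donor plus Ni-chelate acceptor beads.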
PGK inhibitor: T. brucei PGK inhibition; 380,000 compounds, 0.043% hits; AID 602233; Potency, µM (top dose mostly 57.5 µM), for inactives: at the top dose activity change, negative = inhibition, hits mostly inhibitors; PGK/GAPDH coupled, Kinase-Glo luminescence, 60 min; further: on the % scale 0 is the no-effect control and ±100 the full control effect; nearly all actives have a fitted effect of over 60% in size
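Luminescent ATP detection (Kinase-Glo Plus) follows a 60-minute room-temperature incubation, with wells lacking PGK as controls. Buffer: 100 mM TEA (pH 7.6), 5 mM MgCl2, 0.01% Tween-20. Coupling enzyme GAPDH (100 nM final) supplies unstable 1,3-BPG in-well.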
Pol iota inh: inhibitors of human DNA polymerase iota; Q9UNA4; Pol iota fluorescent replication assay, 10 min; 390,000 compounds, 1% hits; Potency, µM (doses to about 115 µM), inactives show at the highest dose activity, negative = inhibition, usual class: inhibitors
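Fluorescent replication assay read twice, at 0 min and 10 min after adding 50 nM (final) substrate. Enzyme (10 nM) and compounds were first incubated 15 min at room temperature; enzyme-free buffer wells were negative controls.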
Pin1 inhibitor: blocks the human prolyl isomerase Pin1 | Pin1 FP peptide displacement, HiFluor488, 10 min | Q13526 | Potency, µM (series often up to 115 µM), for the others: at the highest dose activity, negative = inhibition, most hits filed as inhibitors | 390,000 compounds, 0.009% hits; active means well fitted inhibition curve with a large enough effect in the polarisation, with a control signal flat, not every such curve was filed as active; inconclusive means small, poorly fitted or top-dose-only effect, or effect the other way, or a change in a side signal; inactive means no such curve, though single readings can be large or run the other way; the % refers to the polarisation; further: on the % scale 0 is the no-effect control and ±100 the full control effect
BLM inh: blocks DNA unwinding by human BLM helicase; P54132; recombinant BLM DNA unwinding, fluorescence dequenching; Potency, µM (series often up to 56.1 µM), for the others: top-dose activity change, negative = inhibition, most hits filed as inhibitors; 350,000 compounds, 0.2% hits; AID 2528;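 further: plate controls were vehicle for no effect and no enzyme for full effect; nearly all actives have a fitted effect of over 35% in size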
G9a inh: blocks human histone lysine methyltransferase G9a; Q96KQ7; G9a H3K9 monomethylation, AlphaScreen, 2 h; Potency, µM (series often up to 102 µM), inactives show top-dose activity, negative = inhibition, actives largely listed as inhibitors; 350,000 compounds, 8.8% hits; AID 504332; further: on the % scale 0 is the no-effect control and ±100 the full control effect; nearly all actives have a fitted effect of over 75% in size
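Enzyme 20 nM + cpd, 15 min RT; add b-H3K9 pep 500 nM / SAM 20 uM; 2 h RT; anti-H3K9me1 Ab 0.5 ug/mL + SA donor / anti-rabbit acceptor beads 20 ug/mL each, 10 min; AlphaScreen read.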
GLS inh: blocks human kidney-isoform glutaminase activity; 410,000 compounds, 0.21% hits; O94925; Potency, µM (doses to about 45.5 µM), for the others: at the highest dose activity change, negative = inhibition, actives largely listed as inhibitors; GLS enzymatic activity, qHTS titration; AID 624170; further: on the % scale 0 is the no-effect control and ±100 the full control effect
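hKGA in 45 mM KH2PO4 pH 8.2, 0.02% Tween-20 with pin-transferred compounds; 1 mM L-glutamine (stock) plus glutamate oxidase/HRP/Amplex Red coupling added. Fluorescence read initially and after 30 min at RT.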
Starred values were filed as active, the others as inactive; i = inactive; ? = inconclusive; . = no result given; [ ] = remark or other dose. Unless noted, the call rests on the fitted dose curve; in most records, active means well fitted curve in the direction sought with a large enough effect; inconclusive means small, poorly fitted or top-dose-only effect, or another doubt; inactive means no such curve, though single readings can be large; an effect the other way counts as inactive or inconclusive. Potency means the concentration at half of the fitted maximal effect. The list is partial. The share of hits here may be higher or lower than overall.

The line under a structure holds: JMJD2A Tudor	HP1b chromo inh	BAZ2B inh	PGK inhibitor	Pol iota inh	Pin1 inhibitor	BLM inh	G9a inh	GLS inh
> Clc1ccc(Cl)c(-c2ccc(/C=N/c3ncn[nH]3)o2)c1
    15%	46%	-5%	-9%	-7%	1%	-4%	8%	3%
> Cc1cc(C)n2nc(SCCOc3ccccc3)nc2n1
    0%	27%	6%	-1%	136%[activator]	-4%	-2%	.	-16%
> COc1ccc(C(=O)NCCc2nnc3ccc(SCC(=O)NCCc4ccc(OC)c(OC)c4)nn23)cc1
    -1%	22%	-7%	11%	-11%	7%	-3%	56%[activator]	9%
> CS(=O)(=O)Nc1ccccc1C(=O)NCCSCc1ccccc1
    -1%	45%[activator]	0%	i	98%[activator]	2%	-5%	15%	-3%
> CCOc1ccc(C(=O)NC(=S)NCc2cccnc2)cc1[N+](=O)[O-]
    -21%[57.1 µM]	11%	-31%	-12%	16%	20%	4%	17%	10%
> CCC1=C(c2ccc(C)cc2)S(=O)(=O)N=C1N1CCC(C(=O)NCCCN2CCCCC2C)CC1 (stereo unspecified)
    18%	47%[activator]	-15%	i	25%	1%	0%	-12%	-12%
> CCOc1ccc(NC(=O)NCCc2c(C)nn(C)c2C)cc1
    9%	40%[activator]	-5%	-5%	0%	1%	0%	3%[12.7 µM]	10%
> COc1ccc([N+](=O)[O-])cc1NC(=O)C(C)OC(=O)Cn1[nH]c(=O)c2ccccc2c1=O (stereo unspecified)
    0%	15%	10%	i	21%	-11%	.	-11%	-10%
> CC1(C)CCCC2=C1CC1C(=O)N(Cc3cccnc3)C(=O)C1C2 (stereo unspecified)
    -7%	9%	1%	-1%	-1%	-7%	0%	-46%	-3%
> Cc1cccc(NC(=O)CSCC(=O)NCc2ccco2)c1
    -22%	10%	-29%	0%	-9%	1%	0%	3%	2%
> COCCCNC(=O)c1cc(Sc2nnc(C)s2)nc2ccccc12
    -17%	-12%	-7%	5%	18%	-1%	5%	7%	3%
> COc1nc2c(c(-c3cc(Br)cs3)c1C#N)Cc1ccccc1-2
    33%	99%[activator]	22%	-7%	64%[activator]	0%	2%	89%[activator]	3%
> COc1ccc(CC(=O)Nc2nc(-c3ccc(F)c(F)c3)cs2)cc1
    -8%	6%	10%	-5%	20%	9%	-8%	-13%	11%
> CSCC[C@H](N)C(=O)N1CCC(C(=O)N[C@H](C)C(=O)NC(C)c2ccccc2)CC1 (stereo partly specified)
    0%	46%[activator]	8%	0%	2%	-4%	1%	.	-5%
> O=C(O)/C=C/C(=O)NNc1ccc([N+](=O)[O-])cc1
    32µM*	-12%	?	-10%	7%	0%	-3%	7.9µM*	11µM*
> Cc1ccccc1NC(=S)N(CCN(C)C)C(C)c1ccccn1 (stereo unspecified)
    -12%	38%	?	-1%	6%	-1%	3%	8%	7%
> CCc1ccc(NC(=O)CCS(=O)(=O)c2cc3c(cc2Cl)NC(=O)CO3)cc1
    -17%	3%	-5%	-6%	7%	29%	-4%	-7%[59 µM]	-12%
> CC(=O)Nc1ccc(S(=O)(=O)NCc2nc(-c3ccccc3C)no2)cc1
    -7%	1%	1%	-9%	9%	7%	-2%	6%[59 µM]	10%
> COc1ccc(CC(=O)OCC(=O)c2ccc(F)cc2)cc1
    32%	86%[activator]	.	4%	93%[activator]	.	.	.	0%
> c1ccc(-n2nnnc2Sc2n[nH]c(-c3ccncc3)n2)cc1
    -33%	16%	?	-10%	3%	4%	-3%	?	-7%
> O=C(CSc1nc(-c2ccco2)nc2cc(=O)[nH]n12)Nc1ccc(F)cc1
    -4%	31%	-25%	7%	?	?	2%	-4%[59 µM]	-2%
> CC(=O)C(C)Oc1ncn(-c2ccccc2)n1 (stereo unspecified)
    5%	28%	9%	4%	4%	2%	1%	23%[59 µM]	7%
> O=C(CCCn1c(=O)c2sccc2n(Cc2cccc(Cl)c2)c1=O)NCc1ccc2c(c1)OCO2
    -9%	36%	4%	-1%	22%	18%	-3%	2%[59 µM]	8%
> CC(=O)Cc1nsc(NC(=O)c2ccc(-c3ccc(Cl)cc3Cl)o2)n1
    -26%	27%	-6%	0%	7%	-1%	-2%	-12%	7%
> Cc1cc(NC(=O)c2ccc(C)c([N+](=O)[O-])c2)no1
    -1%	34%	7%	i	3%	22%	3%	-27%	13%
> Cc1ccc(NC(=O)Cn2ncc3c([nH]c4ccccc43)c2=O)cc1Cl
    -25%	50%[activator]	-32%	-8%	15%	2%	-1%	5%[59 µM]	-1%
> COc1ccc(CNC(=S)Nc2ccc(-c3ccccc3)cc2)cc1
    -10%	-7%	3%	6%	81%[activator]	0%	-3%	43%	-5%
> CCOc1ccc(S(=O)(=O)c2cn(C)c3ccccc3c2=O)cc1
    0%	56%[activator]	-2%	-5%	48%[activator]	4%	0%	-2%[59 µM]	6%
> Cc1ccc(CNc2ccccc2C(=O)O)s1
    -17%	6%	-6%	0%	-15%	-2%	-4%	-2%	22%
> Cc1nn(-c2ccccc2)c(C)c1N
    -9%	27%	.	-9%	45%[activator]	-10%	0%	-49%	-7%
> CCN1CCN(C(=O)/C(C#N)=C/c2ccc(OC(F)F)cc2)CC1
    -3%	22%	-16%	7%	-17%	7%	2%	?	-7%
> COc1cccc(OC)c1C(=O)N1CCN(Cc2ccccc2C)CC1
    -32%[11.4 µM]	?	50µM*	-3%	16%	6%	-7%	32µM*	-17%
> COc1ccc(S(=O)(=O)NC2CCCC2)c(OC)c1
    -11%	46%[activator]	-17%	4%	20%	5%	2%	-3%	6%
> COc1ccc(C(O)(CCN2CCOCC2)c2ccccc2)cc1 (stereo unspecified)
    -5%	57%[activator]	2%	-5%	12%	3%	-3%	-49%[2.33 µM]	1%
> CN(CCNC(=O)C1CC(=O)N(c2ccc(F)c(Cl)c2)C1)Cc1ccccc1 (stereo unspecified)
    -2%	10%	-21%	-2%	-11%	-2%	2%	9%[12.7 µM]	?
> COC(=O)c1ccc(CN(Cc2ccc(OC)c(OC)c2)S(=O)(=O)c2cc(C(=O)Nc3cccc(C)c3)ccc2F)cc1
    -10%	17%	1%	1%	11%	1%	-9%	-2%[59 µM]	1%
> O=C(c1ccc(S(=O)(=O)Cc2cc(F)ccc2F)c([N+](=O)[O-])c1)N1CCCCC1
    -26%	12%	-10%	i	37%[activator]	1%	0%	-10%	2%
> O=C(NC(c1ccccc1)c1ccccc1)C1(c2cccs2)CCOCC1
    13%	26%	5%	7%	125%[activator]	-1%	2%	-5%[59 µM]	2%
> CCCN(CCO)CCCc1ccccc1
    2.8µM*	?	?	-2%	-1%	-9%	2%	?	7%
> CCOc1cc(C(c2c(C)[nH][nH]c2=O)c2c(C)[nH][nH]c2=O)ccc1OS(=O)(=O)c1ccc(C)cc1
    ?	-12%	-4%	i	?	-2%	-11%	?	38%

Retrieved one by one from above:
The line under a structure holds: JMJD2A Tudor	HP1b chromo inh	BAZ2B inh	PGK inhibitor	Pol iota inh	Pin1 inhibitor	BLM inh	G9a inh	GLS inh
> CSCC[C@H](N)C(=O)N1CCC(C(=O)N[C@H](C)C(=O)NC(C)c2ccccc2)CC1 (stereo partly specified)
    0%	46%[activator]	8%	0%	2%	-4%	1%	.	-5%
> CCN1CCN(C(=O)/C(C#N)=C/c2ccc(OC(F)F)cc2)CC1
    -3%	22%	-16%	7%	-17%	7%	2%	?	-7%

(further entries)
The line under a structure holds: JMJD2A Tudor	HP1b chromo inh	BAZ2B inh	PGK inhibitor	Pol iota inh	Pin1 inhibitor	BLM inh	G9a inh	GLS inh
> Cc1cccc(Sc2c([N+](=O)[O-])ncn2C)c1
    -24%	10%	-28%[57.1 µM]	-4%	-3%	0%	-2%	32%[activator]	1%
> COc1ccc(-c2sc3ccccc3c2C#Cc2cncn2C)cc1
    ?	-1%	.	i	-5%	-7%	.	.	5%
> CCOc1ccccc1NC(=O)COC(=O)CC(NC(N)=O)c1ccc(Cl)cc1 (stereo unspecified)
    7%	19%	-16%	24%	31%[activator]	-1%	-11%	-23%[59 µM]	-11%
> O=C(CCc1nc2ccccc2c(=O)[nH]1)Nc1ccc(F)c([N+](=O)[O-])c1
    -20%	16%	-25%	-2%	49%[activator]	?	-18%	40µM*	66%[activator]
> O=[N+]([O-])c1cc(-c2ccc(/C=N/c3nc4ccccn4c3-c3ccco3)o2)ccc1Cl
    ?	-17%	45µM*	-11%	?	.	-26%	13µM*	4%
> COc1ccc(CNc2ccncc2)c(OC)c1OC
    -6%	52%[activator]	.	-4%	2%	0%	.	.	-6%
> c1ccc(-n2cc(CNCCc3cscn3)c(-c3ccc4c(c3)OCO4)n2)cc1
    -31%	10%	-14%	i	37%	16%	-13%	11%[0.501 µM]	2%
> CCc1ccc(NC(=O)CSc2nc3ccsc3c(=O)n2CCC(=O)O)cc1
    -15%	23%	-7%	-9%	-7%	-15%	1%	.	9%
> CCOC(=O)N1CCN(c2ncc3c(n2)CC(c2ccc(Cl)cc2)CC3=O)CC1 (stereo unspecified)
    -8%	29%	-17%	-2%	12%	17%	-10%	?	-1%
> O=C(/C=C/c1c(Cl)cccc1Cl)NCCc1ccccc1
    -15%	19%	5%	-4%	20%	0%	1%	0%[59 µM]	-11%
> CCOC(=O)c1sc(NC(=O)CSc2nnc(-c3ccc(OC)cc3)n2CCOC)nc1C
    -3%	?	-37%	-5%	14%	-2%	3%	?	.
> COc1cc(C(=O)NCC(C)(C)CNC(=O)c2cc(OC)c(OC)c(OC)c2)cc(OC)c1OC
    -18%	39%	3%	2%	-2%	1%	0%	3%	11%
> Cc1ccc(-c2cc(C(F)(F)F)c(C#N)c(=O)[nH]2)cc1
    -19%	36%	-6%	0%	-6%	2%	-5%	0%[2.33 µM]	28%
> CCCc1nn2c(=O)cc(COC(=O)C3CCCCC3)nc2s1
    -19%	-31%	-22%	i	0%	-1%	-1%	7%[59 µM]	-8%
> COc1ccc(NC(=O)Nc2nnc(Cc3ccc(F)cc3)s2)cc1
    -13%	-1%	-1%	-10%	-14%	?	1%	4%	-13%
